rTrxR1 inhibitor – rat TrxR1 inhibition; O89049; recombinant rTrxR1, NADPH fluorescence consumption, selenite substrate; Potency, µM (highest dose often 114 µM), without a hit: at the highest dose activity change, negative = inhibition, actives largely listed as inhibitors; 390,000 compounds, 1% hits; AID 588453; further: potency means the concentration at half of the fitted maximal effect; on the % scale 0 is the no-effect control and ±100 the full control effect; nearly all actives have a fitted effect of over 65% in size
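Rat TrxR1 (90 nM in the dispensed reagent) was pre-reduced with 400 uM NADPH for 5 min at room temperature, then incubated with compound for 15 min. After 400 uM selenite was added, NADPH fluorescence (Ex 340/Em 450 nm) was followed for 8 min.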
D2 ag – activates the human D2 dopamine receptor; HEK293 T-REx D2 cells, calcium flux agonist mode; activation, % at 2 µM; 340,000 compounds, 0.53% hits;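 active means activation over 3 SD above normal in the single-dose calcium agonist read, cut at about 30% in these data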; further: 0% is about no effect
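In this primary screen, compounds producing a positive calcium signal within 180 s of addition to tetracycline-induced, force-coupled HEK293 Trex D2 cells are flagged; cells are dye-loaded with a no-wash calcium kit beforehand.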
mIDH1 inhibitor – blocks human mutant IDH1 R132H enzyme; O75874; IDH1-R132H enzyme, NADPH consumption, diaphorase/resazurin fluorescence; Potency, µM (top dose mostly 76.6 µM), for inactives: top-dose activity change, negative = inhibition, actives largely listed as inhibitors; 390,000 compounds, 0.093% hits; further: potency means the concentration at half of the fitted maximal effect; on the % scale 0 is the no-effect control and ±100 the full control effect; nearly all actives have a fitted effect of over 65% in size
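IDH1-R132H (0.5 ug/mL) preincubated 30 min with compound, then NADPH (0.016 mM) and alpha-KG (2 mM) added; 80 min at RT, pH 7.5. Remaining NADPH coupled via diaphorase/resazurin to fluorescence (540/590 nm); concentration-response curves normalized to no-enzyme control.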
TrxR1 substrate – is turned over as a substrate by rat TrxR1; AID 588456; purified TrxR1 substrate turnover, NADPH consumption readout; Potency, µM (series often up to 114 µM), inactives show top-dose activity change, negative = substrate turnover; 390,000 compounds, 0.01% hits; further: potency means the concentration at half of the fitted maximal effect; on the % scale 0 is the no-effect control and ±100 the full control effect; nearly all actives have a fitted effect of over 50% in size
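Rat TrxR1, dispensed at 90 nM, was prereduced with 400 uM NADPH (final) for 5 min at ~22 deg C, then incubated with compound 15 min before 400 uM selenite. A first-read NADPH fluorescence drop versus no-compound background flagged substrates.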
TRHR PAM – allosteric enhancers of human TRH receptor. enhancement, % at 2 µM. 360,000 compounds, 0.66% hits. TRHR cells, fluo-8 calcium fluorescence, EC20 TRH enhancement; in the data active means enhancement above about 30%; further: 0% is about no effect
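TRHR-expressing cells loaded with fluo-8 calcium dye were read kinetically (ex 480/em 530) during compound addition, then stimulated with an EC20 of TRH (10 nM final). Enhancement of the Gq-mediated intracellular calcium response was scored.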
USP1-UAF1 inh – USP1/UAF1 (human) deubiquitinase inhibition | O94782 | recombinant USP1/UAF1, Ub-Rhodamine cleavage fluorescence | Potency, µM (titrated, usually from 57.1 µM), without a hit: top-dose activity change, negative = inhibition, hits mostly inhibitors | 390,000 compounds, 0.23% hits; further: potency means the concentration at half of the fitted maximal effect; on the % scale 0 is the no-effect control and ±100 the full control effect; nearly all actives have a fitted effect of over 60% in size; inactives centre near -12
Target sequence (O94782 whole entry, looked up): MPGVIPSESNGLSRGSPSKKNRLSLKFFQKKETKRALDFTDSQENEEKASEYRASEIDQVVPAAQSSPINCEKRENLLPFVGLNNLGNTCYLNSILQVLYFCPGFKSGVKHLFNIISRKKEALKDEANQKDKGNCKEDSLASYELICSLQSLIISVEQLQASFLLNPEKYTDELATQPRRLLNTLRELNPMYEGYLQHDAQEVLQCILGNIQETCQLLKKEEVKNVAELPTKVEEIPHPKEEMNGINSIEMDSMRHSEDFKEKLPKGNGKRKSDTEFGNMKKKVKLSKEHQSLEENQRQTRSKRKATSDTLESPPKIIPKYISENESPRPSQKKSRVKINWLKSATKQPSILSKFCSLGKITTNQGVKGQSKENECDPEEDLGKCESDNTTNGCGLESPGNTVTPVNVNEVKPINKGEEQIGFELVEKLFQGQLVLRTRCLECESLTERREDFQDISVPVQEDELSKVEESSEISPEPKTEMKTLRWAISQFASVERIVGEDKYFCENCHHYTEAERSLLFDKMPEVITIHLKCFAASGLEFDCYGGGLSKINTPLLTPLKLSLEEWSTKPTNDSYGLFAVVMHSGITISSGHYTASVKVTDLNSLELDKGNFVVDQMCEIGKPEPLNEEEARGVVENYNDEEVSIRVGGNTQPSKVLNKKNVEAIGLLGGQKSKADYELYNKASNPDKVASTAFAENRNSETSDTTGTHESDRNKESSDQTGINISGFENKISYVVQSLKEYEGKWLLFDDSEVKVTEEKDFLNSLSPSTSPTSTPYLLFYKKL
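1 nM enzyme complex + cpd, 15 min RT; start with Ub-Rho 150nM final; kinetic fluorescence ex 480/em 540, 6 reads q60 s. Buffer 50mM HEPES pH 7.8, 0.5mM EDTA, 0.1 mg/ml BSA, 1mM TCEP, 0.01% Tween-20.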
D2 antagonist – antagonizes the human D2 dopamine receptor. P14416. HEK293 TREx D2 cells, calcium flux, dopamine EC80. inhibition, % at 10 µM. 340,000 compounds, 2% hits. AID 485344; in the data active means inhibition above about 30%; further: 0% is about no effect
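Calcium flux kinetic readout in an inducible HEK293 TREx D2 line plated overnight at 30 C. After 180 s compound exposure, an EC80 dopamine challenge follows with another 180 s kinetic read to detect antagonism.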
Pin1 inhibitor – blocks the human prolyl isomerase Pin1; Potency, µM (titrated, usually from 115 µM), for inactives: top-dose activity, negative = inhibition, usual class: inhibitors; Pin1 FP peptide displacement, HiFluor488, 10 min; 390,000 compounds, 0.009% hits; Q13526; active means well fitted inhibition curve with a large enough effect in the polarisation, with a control signal flat, not every such curve was filed as active; inconclusive means small, poorly fitted or top-dose-only effect, or effect the other way, or a change in a side signal; inactive means no such curve, though single readings can be large or run the other way; the % refers to the polarisation; further: potency means the concentration at half of the fitted maximal effect; on the % scale 0 is the no-effect control and ±100 the full control effect
Target sequence (Q13526 whole entry, looked up): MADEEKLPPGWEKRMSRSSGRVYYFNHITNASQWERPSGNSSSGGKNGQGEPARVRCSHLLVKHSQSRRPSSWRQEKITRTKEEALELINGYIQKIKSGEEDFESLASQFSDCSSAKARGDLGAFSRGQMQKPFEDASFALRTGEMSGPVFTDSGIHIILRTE
TRHR agonist – activates the human TRH receptor | AID 493084 | activation, % at 2 µM | P34981 | TRHR cells, calcium flux fluo-8, FDSS agonist mode | 360,000 compounds, 0.18% hits; in the data active means activation above about 30%; further: 0% is about no effect
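Agonist-mode FDSS calcium read (Ex 480/Em 530, 1 s cycles) in 1536-well TRHR cells with fluo-8 dye, after 10-cycle baseline and 23 nL compound addition; TRH at EC20 (10 nM final) added afterwards for the enhancer phase.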
* hit, by the source's call; ? = inconclusive; · = not tested or not shown; [ ] = another dose, or the depositor's remark. Unless noted, the call rests on the fitted dose curve; in most records, active means well fitted inhibition curve with a large enough effect; inconclusive means small, poorly fitted or top-dose-only effect; inactive means no such curve, though single readings can be large or run the other way. Only part of the results is shown; the hit share may differ from the screen's.

SMILES | rTrxR1 inhibitor | D2 ag | mIDH1 inhibitor | TrxR1 substrate | TRHR PAM | USP1-UAF1 inh | D2 antagonist | Pin1 inhibitor | TRHR agonist
CCOC(=O)C1=C(C)N=C2SC(C)C(=O)N2C1c1ccc(OCC)c(OCC)c1 (centres undefined) | 4% | -0.5 | 2% | -8% | -3 | -22% | -10 | ? | 0.1
CCC1(C)Cc2ccccc2-c2nc[nH]c(=O)c21 (centres undefined) | -10%[57.1 µM] | -3.0 | 11% | 3%[57.1 µM] | 6 | -5% | -15 | 2% | 0.8
O=C(NCCCN1CCOCC1)c1ccc2ccccc2c1 | -5% | 0.2 | 2% | -9% | 16 | -12% | -3 | -8% | -0.2
CC(C)(C)N1C(=O)[C@H]2[C@@H](c3ccc(Br)cc3)N3C(=O)N(c4cccc(F)c4)C(=O)[C@@]3(C)[C@H]2C1=O | 7%[57.1 µM] | 2.2 | -12% | 3%[57.1 µM] | -1 | -17% | -6 | 1% | 0.7
CC(=O)Nc1ccc(S(=O)(=O)N2CCN(C(=O)C3COc4ccccc4O3)CC2)cc1 (centres undefined) | 1%[57.1 µM] | -1.3 | -8% | -5% | -4 | -14% | -2 | -3% | 0.5
Cc1ccc(NC(=S)NCCCN2CCOCC2)cc1C | -2% | -1.2 | -8% | 0% | -6 | 0% | 1 | -3% | -0.7
CCOC(=O)c1ccc(-c2c(-c3ccc(OC)cc3)oc(=O)c3cc(OC)c(OC)cc23)cc1F | 23% | · | 6% | 25% | 0 | -32% | · | 0% | 0.1
COc1ccc(CCNC(=O)C(C)n2c(=O)cc(C(F)(F)F)c3c(C)nn(C)c32)cc1OC (centres undefined) | -9%[57.1 µM] | -0.5 | -18% | -11%[57.1 µM] | 1 | -4% | · | -2% | -0.4
O=C(NCc1ccc(F)cc1)Nc1ccc(Cl)cc1 | 15%[57.1 µM] | -0.6 | 4% | -6% | 13 | -6% | 8 | 9% | -0.1
CC(C)c1c(O)nc(SCCC(=O)O)[nH]c1=O | 12% | -1.1 | 3% | 7% | -4 | -21% | 4 | -4% | 0.6
COc1ccc(CN2C(=O)c3cccnc3C2=O)cc1S(=O)(=O)N(C)c1ccc(C)cc1 | -3% | -0.3 | 8% | -3% | -2 | -6% | -8 | 5% | -0.5
CCOC(=O)c1sc(NC(=O)CS(=O)(=O)c2ccc(C)cc2)nc1C | 17%[57.1 µM] | 0.5 | -1% | -18%[57.1 µM] | 7 | -21% | 11 | 2% | -0.9
Cc1ccc(/C=C/c2onc(C)c2S(=O)(=O)N2CCC(C(=O)NCc3ccc(Cl)cc3)CC2)cc1 | 17%[57.1 µM] | 0.1 | -7% | 1%[57.1 µM] | 5 | -29% | · | -3% | 0.6
O=C(OCc1c(Cl)cccc1Cl)c1ccncc1 | -15% | 3.4 | 0% | -12% | -5 | -7% | 3 | -1% | 0.0
CC(Oc1ccccc1)C(=O)NC1CC(C)(C)NC(C)(C)C1 (centres undefined) | -11% | 0.7 | 0% | -7% | -2 | 6% | -10 | -1% | 0.0
CCOC(=O)c1c(NC(=O)COc2cccc3c2CCN(Cc2ccc(F)cc2)C3=O)sc2c1CCC2 | · | -0.5 | · | · | 6 | · | -2 | · | -0.4
COc1ccc(CCNCC(=O)Nc2c(C)cc(C)cc2C)cc1OC | 18% | -0.7 | 7% | 11% | 12 | -12% | 45* | 1% | -1.0
CCc1cccc(NC(=O)CN2c3ccccc3S(=O)(=O)c3ccccc32)c1 | 7%[57.1 µM] | 0.4 | 4% | -7%[57.1 µM] | 6 | -5% | · | 17% | 1.1
CCCn1c(SCC(N)=O)nc2c(c1=O)C1(CCCC1)Cc1ccccc1-2 | 6% | · | -17% | 7% | 12 | -19% | · | -7% | 0.4
CCOC(=O)c1c(C)c(C(=O)N2CCCCCC2)c(C)n1C | 18% | 0.0 | 8% | 8% | -6 | -17% | 3 | 2% | -0.5

One compound at a time, from the list above.
CCOC(=O)c1c(C)c(C(=O)N2CCCCCC2)c(C)n1C across the screens: rTrxR1 inhibitor = 18%; D2 ag = 0.0; mIDH1 inhibitor = 8%; TrxR1 substrate = 8%; TRHR PAM = -6; USP1-UAF1 inh = -17%; D2 antagonist = 3; Pin1 inhibitor = 2%; TRHR agonist = -0.5
CCOC(=O)c1c(NC(=O)COc2cccc3c2CCN(Cc2ccc(F)cc2)C3=O)sc2c1CCC2 across the screens: rTrxR1 inhibitor = ·; D2 ag = -0.5; mIDH1 inhibitor = ·; TrxR1 substrate = ·; TRHR PAM = 6; USP1-UAF1 inh = ·; D2 antagonist = -2; Pin1 inhibitor = ·; TRHR agonist = -0.4

Next section.
SMILES | rTrxR1 inhibitor | D2 ag | mIDH1 inhibitor | TrxR1 substrate | TRHR PAM | USP1-UAF1 inh | D2 antagonist | Pin1 inhibitor | TRHR agonist
CCOC(=O)C(NS(=O)(=O)c1ccccc1)(C(F)(F)F)P(=O)(OCC(C)C)OCC(C)C (centres undefined) | ? | -0.4 | -1% | 9% | -3 | -2% | 2 | -15% | -0.7
CN(C(=O)Cn1cc(S(=O)(=O)N2CCN(c3ccccc3F)CC2)c2ccccc2c1=O)c1ccc(Cl)cc1 | -10% | 1.6 | -2% | -8% | -4 | -26% | · | 7% | 0.9
COc1ccc(/C=C(\NC(=O)c2cccs2)C(=O)NCc2ccco2)cc1OC | -3%[57.1 µM] | -0.3 | 1% | 4%[57.1 µM] | 1 | -16% | -3 | 0% | 0.7
O=C(CC1N=C2c3ccccc3N=C(SCc3ccccc3F)N2C1=O)NCc1cccs1 (centres undefined) | 15%[57.1 µM] | 0.4 | -7% | 4%[57.1 µM] | -3 | ? | · | -4% | -0.6
O=C(Cc1ccc(Br)cc1)OCC(=O)N1CCc2ccccc2C1 | 17%[57.1 µM] | 0.7 | 3% | 2%[57.1 µM] | 10 | -11% | -14 | -12% | -0.3
COc1ccccc1CNC(=O)CSc1ncc(S(=O)(=O)c2ccc(C)c(Cl)c2)c(=O)[nH]1 | 2%[57.1 µM] | 0.6 | -8% | -4%[57.1 µM] | 4 | ? | · | 5% | 0.1
COc1ccc(C2CC(=O)N3CN(c4ccc(C)c(Cl)c4)CSC3=C2C#N)cc1OC (centres undefined) | ? | -0.1 | 9% | -1%[57.1 µM] | -3 | -8% | -14 | 0% | 0.1
CCOC(=O)C1CCN(C(=O)Cn2cc3c(n2)CCC(C)C3)CC1 (centres undefined) | 0%[57.1 µM] | 2.1 | -10% | -5% | -3 | -6% | -2 | 2% | 0.1
O=C(COC(=O)c1ccc2ncsc2c1)Nc1cccc(Cl)c1 | -3% | · | 7% | -12% | 0 | 2% | · | -7% | 1.3
COc1ccc(CCNC(N)=S)cc1OC | -18% | 1.0 | 7% | -9% | -3 | -6% | -9 | -5% | -1.2
COc1ccc(NC2CC(=O)N(c3cccc([N+](=O)[O-])c3)C2=O)cc1 (centres undefined) | 9%[57.1 µM] | · | 2% | 6%[57.1 µM] | -6 | -11% | · | -15% | 0.2
COc1ccc(CNC(=O)CCc2cc(OC)c(OC)c(OC)c2)cc1 | 19% | -0.1 | 6% | 8% | -5 | -19% | 4 | 0% | 0.3
O=C(c1cccc([N+](=O)[O-])c1)N1CCN(S(=O)(=O)/C=C/c2ccccc2)CC1 | -4% | -0.2 | -7% | -5% | -12 | -21% | 5 | 2% | -1.1
O=C(Cc1ccccc1)NCCS(=O)c1ccc(Cl)cc1 (centres undefined) | 14%[57.1 µM] | -0.1 | 9% | -4%[57.1 µM] | 2 | -15% | -5 | -10% | 0.1
COC(=O)C1=C(C)NC(=O)NC1c1cn(-c2ccccc2)nc1-c1ccc(OC)c(Br)c1 (centres undefined) | 6% | 1.8 | -6% | -4% | -2 | ? | · | 11% | 1.2
C/C(=N\NC(=O)c1ccc(Br)cc1)c1cccc(NC(=O)c2cccnc2)c1 | 17% | -1.9 | -8% | 4% | 5 | -17% | 32* | 2% | -2.1
Cc1cc(NS(C)(=O)=O)c(=O)n(Cc2cccc(F)c2)c1 | -17% | -0.4 | 2% | 21% | 1 | -21% | 26 | 8% | -0.2
CCN(CC(=O)Nc1cccc(OC)c1)CC(=O)Nc1ccccc1C | 25% | -1.1 | -3% | 0% | -2 | -8% | 19 | 9% | -0.2
CC1Oc2ccccc2C=C1/C=N/NC(=O)[C@@H](C)NC(=O)OC(C)(C)C (some centres undefined) | 16%[57.1 µM] | 0.2 | 5% | 26% | 0 | -6% | -3 | 5% | -1.0
COc1ccc(NC(=O)c2c(NCc3cccs3)sc3c2CCCCC3)c(OC)c1 | ? | · | 0% | 5%[57.1 µM] | -4 | -17% | · | -5% | 0.5

D2 antagonist: entries above that show a hit
Molecule | rTrxR1 inhibitor | TrxR1 substrate | TRHR PAM | USP1-UAF1 inh | D2 antagonist | Pin1 inhibitor | TRHR agonist
COc1ccc(CCNCC(=O)Nc2c(C)cc(C)cc2C)cc1OC | 18% | 11% | 12 | -12% | 45* | 1% | -1.0
C/C(=N\NC(=O)c1ccc(Br)cc1)c1cccc(NC(=O)c2cccnc2)c1 | 17% | 4% | 5 | -17% | 32* | 2% | -2.1

Screens: PubChem BioAssay, National Center for Advancing Translational Sciences (NCATS)
